Vif-A3G inh = Vif-A3G binding inhibition. Q9HC16. HeLa A3G-eYFP + Vif (tagged APOBEC3G with the HIV-1 protein that degrades it), YFP fluorescence, overnight. Potency, µM (doses to about 46.1 µM), without a hit: at the top dose activity, negative = active, hits mostly inhibitors. actives 0.076% (n = 410,000). AID 602310;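 note: potency is the fitted concentration of half-maximal effect; % is set by controls: 0 for no effect and ±100 for the full control effect; nearly all actives have a fitted effect of over 60% in size; hits raise eYFP signal because A3G escapes Vif-driven loss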
Target sequence (Q9HC16 whole entry, looked up): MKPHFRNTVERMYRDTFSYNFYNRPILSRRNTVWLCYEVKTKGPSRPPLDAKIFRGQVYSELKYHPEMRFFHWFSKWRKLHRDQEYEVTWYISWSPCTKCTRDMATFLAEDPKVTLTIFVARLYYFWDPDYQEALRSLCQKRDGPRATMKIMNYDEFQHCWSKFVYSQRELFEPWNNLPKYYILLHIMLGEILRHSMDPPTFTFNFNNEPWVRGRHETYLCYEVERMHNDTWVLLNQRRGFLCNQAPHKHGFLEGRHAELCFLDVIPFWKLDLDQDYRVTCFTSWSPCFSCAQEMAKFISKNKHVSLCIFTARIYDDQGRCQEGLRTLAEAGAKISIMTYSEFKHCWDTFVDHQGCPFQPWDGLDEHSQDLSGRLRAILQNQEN
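Read-out is eYFP fluorescence (Ex 488/Em 500-530) from Vif-expressing HeLa A3G-eYFP cells; more signal means A3G escaped Vif-mediated degradation. Cells plated overnight, compound pinned in, incubated overnight at 37 deg C.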
TrxR1 substrate = substrates of rat thioredoxin reductase 1. actives 0.01% (n = 390,000). Potency, µM (highest dose often 114 µM), without a hit: top-dose activity change, negative = substrate turnover. AID 588456. purified TrxR1 substrate turnover, NADPH consumption readout; note: potency is the fitted concentration of half-maximal effect; % is set by controls: 0 for no effect and ±100 for the full control effect; nearly all actives have a fitted effect of over 50% in size
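Rat TrxR1, dispensed at 90 nM, was prereduced with 400 uM NADPH (final) for 5 min at ~22 deg C, then incubated with compound 15 min before 400 uM selenite. A first-read NADPH fluorescence drop versus no-compound background flagged substrates.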
PI4K2A block = inhibitors of human PI4K2A | Q9BTU6 | purified PI4K2A, ADP-Glo luminescence, 1 h; hits give low values | activity change, negative = inhibition, % at 76.9 µM | actives 0.13% (n = 420,000) | AID 1346378; in the data active = activity change below about -50%; inconclusive = mostly about -30% to -49%;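 note: -100% = wells without enzyme as full effect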
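PI4K2A activity was measured by ADP-Glo luminescence: enzyme (4 ug/mL stock) and phosphatidylinositol (1.2 mM stock) in Tris pH 7.5/MgCl2/EGTA/Triton X-100 buffer were reacted with ATP (300 microM stock) for one hour at ambient temperature.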
IDH1 R132H inh = blocks human mutant IDH1 R132H enzyme; O75874; IDH1-R132H enzyme, NADPH consumption, diaphorase/resazurin fluorescence; Potency, µM (titrated, usually from 76.6 µM), for inactives: at the top dose activity change, negative = inhibition, actives largely listed as inhibitors; actives 0.093% (n = 390,000); AID 602179; note: potency is the fitted concentration of half-maximal effect; % is set by controls: 0 for no effect and ±100 for the full control effect; nearly all actives have a fitted effect of over 65% in size
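IDH1-R132H (0.5 ug/mL dispensed) in pH 7.5 Tris buffer was preincubated 30 min with compound, then given a substrate mix of 0.016 mM NADPH and 2 mM alpha-KG for 80 min at room temperature; remaining NADPH was read by diaphorase/resazurin fluorescence.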
LDHA block = LDHA (human) enzyme inhibition | activity change, % (values are at about 110 or 230 µM) | actives 0.15% (n = 480,000) | purified LDHA, NADH/diaphorase-resazurin fluorescence; hits give low values | AID 1347041 | P00338; in the data active = activity change below about -30%; inconclusive = mostly about -25% to -30%;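 note: plate controls were DMSO wells for no effect and wells without enzyme for full effect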
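Remaining NADH was detected by diaphorase (0.133 mg/mL) converting 37 µM resazurin to fluorescent resorufin, read at 0 and 20 minutes. The preceding 5-minute room-temperature reaction used 2 nM LDHA, 0.2 mM sodium pyruvate and 0.06 mM NADH at pH 7.4.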
USP1-UAF1 inh = inhibitors of human USP1/UAF1 deubiquitinase; actives 0.23% (n = 390,000); Potency, µM (titrated, usually from 57.1 µM), for the others: top-dose activity change, negative = inhibition, actives largely listed as inhibitors; O94782; recombinant USP1/UAF1, Ub-Rhodamine cleavage fluorescence; note: potency is the fitted concentration of half-maximal effect; % is set by controls: 0 for no effect and ±100 for the full control effect; nearly all actives have a fitted effect of over 60% in size; inactives centre near -12
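USP1/UAF1 complex (1 nM) preincubated 15 min at room temperature with compound, then Ub-Rho substrate (150 nM final) added. Kinetic fluorescence at 480/540 nm over 6 reads at 60 s intervals; 50 mM HEPES pH 7.8, 0.5 mM EDTA, 0.1 mg/ml BSA, 1 mM TCEP, 0.01% Tween-20.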
Vif-A3F inh = inhibitors of Vif-A3F interaction | HeLa A3F-eYFP + Vif (tagged APOBEC3F with the HIV-1 protein that degrades it), YFP fluorescence increase | Potency, µM (highest dose often 46.1 µM), for the others: top-dose activity, negative = active | actives 0.2% (n = 390,000) | AID 602313; note: potency is the fitted concentration of half-maximal effect; % of control where 0% means no effect; nearly all actives have a fitted effect of over 65% in size
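HeLa cells stably expressing A3F-eYFP plus Vif, plated and incubated overnight at 37 deg C, then exposed to compounds overnight at 37 deg C. Blocked degradation read as raised yellow fluorescence (Ex 488/Em 500-530).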
RXFP1 agonist = agonists of human relaxin receptor RXFP1; Q9HBX9; HEK293T-RXFP1 cAMP TR-FRET, 30 min; response scale: percent of porcine relaxin response, buffer zero; Potency, µM (highest dose often 57.5 µM), without a hit: at the top dose activation, most hits filed as activators; actives 0.3% (n = 370,000); AID 2676; note: potency is the fitted concentration of half-maximal effect; % is set by controls: 0 for no effect and ±100 for the full control effect; nearly all actives have a fitted effect of over 60% in size; many of its hits are not listed in these tables
Target sequence (Q9HBX9 whole entry, looked up): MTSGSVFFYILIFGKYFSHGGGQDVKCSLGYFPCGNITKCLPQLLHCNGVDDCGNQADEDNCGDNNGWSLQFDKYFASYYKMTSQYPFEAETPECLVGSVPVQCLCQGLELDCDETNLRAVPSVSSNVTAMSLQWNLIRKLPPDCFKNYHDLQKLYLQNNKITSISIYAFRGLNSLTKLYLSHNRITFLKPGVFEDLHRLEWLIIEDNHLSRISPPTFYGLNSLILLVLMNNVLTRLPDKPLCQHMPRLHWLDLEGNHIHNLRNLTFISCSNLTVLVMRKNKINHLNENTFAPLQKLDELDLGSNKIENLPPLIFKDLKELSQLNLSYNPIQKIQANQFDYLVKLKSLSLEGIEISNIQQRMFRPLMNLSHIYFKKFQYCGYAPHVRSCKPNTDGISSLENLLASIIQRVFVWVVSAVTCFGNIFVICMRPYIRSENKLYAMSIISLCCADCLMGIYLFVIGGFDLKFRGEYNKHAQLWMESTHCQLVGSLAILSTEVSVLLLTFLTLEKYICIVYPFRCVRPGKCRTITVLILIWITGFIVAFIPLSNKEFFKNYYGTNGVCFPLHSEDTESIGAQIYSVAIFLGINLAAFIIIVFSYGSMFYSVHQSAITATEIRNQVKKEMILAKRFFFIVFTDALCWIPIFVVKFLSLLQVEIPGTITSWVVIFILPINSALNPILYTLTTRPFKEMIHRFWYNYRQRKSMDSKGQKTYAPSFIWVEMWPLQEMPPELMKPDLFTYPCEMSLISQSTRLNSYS
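Agonist response is measured as cAMP accumulation in an RXFP1-transfected HEK293T line under PDE4 inhibition. Values are scaled between buffer-only and 29 nM porcine relaxin, and EC50s come from standard Hill equation fits.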
Glioma ERSR ind = ER stress response induction in glioma; AID 602332; Potency, µM, for the others: top-dose activation, actives largely listed as activators; actives 0.02% (n = 420,000); U87-MG GRP78 promoter luciferase reporter, 16 h; note: potency is the fitted concentration of half-maximal effect; series mostly up to about 76 µM; % of control where 0% means no effect; nearly all actives have a fitted effect of over 35% in size
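Stably transfected U87-MG human glioma cells carrying a GRP78-based luminescent sensor were seeded at 1000 cells/well, pin-dosed with compounds and incubated 16 h. Luciferase reagent was then added, and end-point luminescence was read after 10 min at room temperature.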
Numbers without * were called inactive; ? = inconclusive; · = no result given; [ ] = another dose, or the depositor's remark. Unless noted, calls come from the whole dose curve; as a rule, active = well fitted curve in the direction sought with a large enough effect; inconclusive = small, poorly fitted or top-dose-only effect, or another doubt; inactive = no such curve, though single readings can be large; an effect the other way counts as inactive or inconclusive.

SMILES	Vif-A3G inh	TrxR1 substrate	PI4K2A block	IDH1 R132H inh	LDHA block	USP1-UAF1 inh	Vif-A3F inh	RXFP1 agonist	Glioma ERSR ind
C=Cc1ccc(CSc2nc(-c3ccc(OC)cc3)nc3c2Cc2c(CO)cnc(C)c2O3)cc1	4%	-1%	-3	0%	1	-19%	3%	2.1%	-3%
CCOCCn1c(=O)c2c(nc3n2CCN3c2ccc(C)c(C)c2)n(C)c1=O	5%	4%[11.4 µM]	0	0%	3	-1%	0%	5.0%	-1%
COCCCNC(=O)c1ccccc1Sc1ccc(NC(C)=O)nc1	-5%	0%	-6	2%	-3	-18%	-18%	2.6%	-1%
Cc1ccc(-c2ccc(=O)n(CC(=O)N3CCN(c4cc(Cl)ccc4C)CC3)n2)cc1	0%	-1%	1	1%	4	-5%	-5%	2.4%	-2%
CCn1c(SCC(=O)N/N=C/c2ccncc2)nc2ccccc21	-3%	5%	8	16%	-5	-5%	0%	-2.2%	0%
Nc1c(-c2cccs2)cnn1-c1nc(-c2ccc(Cl)cc2Cl)cs1	-6%	-15%	2	3%	-3	0%	-2%	2.1%	-2%
CC(C)NC(=O)c1ccc(N2CCOCC2)nc1	-3%	-1%	-2	-1%	-8	-8%	7%	-0.6%	-2%
CCOc1ccc(OCCOCCNCCOC)cc1	-6%	4%	-2	1%	-4	-11%	1%	0.2%	-5%
CCOC(=O)c1ccc(NC(=S)N2CCN(CCN=CC3=C(O)CC(C)(C)CC3=O)CC2)cc1	4%	-4%[57.1 µM]	2	-12%	-4	-1%	1%	-0.7%	-1%
CN1C(=O)CSc2ccc(NC(=O)N3CCOCC3)cc21	1%	7%[57.1 µM]	3	-2%	-9	-2%	0%	2.2%	-3%
CC1C(=O)N(Cc2cccc(F)c2)c2ccccc2N1C(=O)c1ccccc1 (stereo not drawn)	1%	7%[57.1 µM]	3	1%	-3	-22%	14%	-4.1%	0%
O=C(CCSCCC(=O)NN=Cc1ccc(F)cc1)NN=Cc1ccc(F)cc1	0%	-11%	3	-1%	-8	11%	-5%	·	0%
CCC(=O)c1ccc(OCC(=O)NCC2(N3CCCCC3)CCCCC2)cc1	0%	4%[57.1 µM]	-6	0%	1	-4%	2%	1.1%	-3%
O=C(Nc1cccc([N+](=O)[O-])c1)C(=O)N1CCCCC1	3%	-2%	-2	-14%	-8	-11%	0%	0.2%	5%
Cc1ccc(Cl)c(OCCN2CCc3ccccc3C2)c1	2%	-1%	2	3%	-3	-17%	-13%	4.6%	2%
O=C(c1cccnc1NCc1ccccc1)N1CCOCC1	7%	3%	-11	3%	-2	-19%	5%	3.0%	-3%
COCCNc1nnc(SCC(=O)NC(=O)c2ccccc2)s1	0%	5%[57.1 µM]	1	0%	-7	-24%	8%	1.3%	-2%
COc1cccc(CNC(=O)CCC2CCCN(Cc3cc(Cl)ccc3O)C2)c1 (stereo not drawn)	1%	4%	-1	5%	2	-4%	-18%	-0.6%	-4%
CC1CCCCN1CCNC(=O)c1ccc2c(=O)n(CCc3ccccc3)c(=O)[nH]c2c1 (stereo not drawn)	0%	15%[57.1 µM]	-3	0%	-11	-1%	-12%	0.9%	-6%
COc1ccc(C(=O)N=c2nc3ccccn3s2)cc1	3%	-4%	-25	3%	-3	-17%	-4%	11%	-12%
C[C@H](NC(=O)c1ncn2c1C(=O)NC[C@H]2C)c1ccccc1	0%	·	5	-1%	-5	-19%	6%	·	-3%
CN(CCOc1ccc(Cl)cc1)CC(=O)Nc1ccc(OC(F)F)cc1	1%	2%	-7	0%	1	-21%	11%	-0.2%	-2%
CC(C)OCC(O)CSc1ccccn1 (stereo not drawn)	0%	4%	2	4%	-10	-5%	-10%	0.6%	-1%
N#Cc1ccc(OCC(=O)Nc2cc(S(=O)(=O)N3CCOCC3)ccc2N2CCOCC2)cc1	-3%	0%	3	0%	-3	5%	6%	8.9%	-2%
Cn1c(CC(=O)Nc2ccccc2)n[nH]c1=S	-1%	5%	0	24%	-4	-16%	10%	-0.2%	-1%

Copied from the list:
For LDHA block, O=C(CCSCCC(=O)NN=Cc1ccc(F)cc1)NN=Cc1ccc(F)cc1 is entered as -8
For Glioma ERSR ind, CCC(=O)c1ccc(OCC(=O)NCC2(N3CCCCC3)CCCCC2)cc1 is entered as -3%

Next section:
SMILES	Vif-A3G inh	TrxR1 substrate	PI4K2A block	IDH1 R132H inh	LDHA block	USP1-UAF1 inh	Vif-A3F inh	RXFP1 agonist	Glioma ERSR ind
O=C(Cc1cccs1)Nc1ccc(F)cc1	-2%	4%	0	-1%	-3	-20%	-2%	1.2%	-1%
c1coc(-c2ccnc3ncnn23)c1	-2%	119%[activator]	0	-3%	-6	-17%	-11%	3.2%	-3%
Cc1cc(C)cc(OCC(=O)OCC(=O)N2CC(=O)Nc3ccccc32)c1	0%	12%[57.1 µM]	1	4%	-5	?	-13%	0.4%	-5%
COc1cccc(-c2nc(S(=O)(=O)c3ccccc3)c(N3CCCCC3)o2)c1	·	1%	2	·	-4	6%	·	2.8%	·
CCC(NC(=O)c1ccccc1NC(=O)c1ccco1)C(=O)NC1CCCCC1 (stereo not drawn)	0%	2%	-1	6%	-3	-16%	-1%	-4.4%	0%
O=C(O)/C=C/C(=O)Nc1ccc(-n2nccc2C(F)(F)F)cc1	0%	5%[57.1 µM]	-3	0%	-14	8%	-8%	3.4%	-7%
CC1(C(=O)NS(=O)(=O)c2ccc(Cl)cc2)CCN1C(=O)C1(c2ccccc2)CCCC1 (stereo not drawn)	0%	·	1	·	-13	·	·	·	0%
Cc1ccc2nc(SCC(=O)NCc3cccs3)[nH]c2c1	-4%	-1%[11.4 µM]	8	0%	0	-27%	0%	-2.9%	-5%
CC(NC(=O)Cn1nc(C(F)(F)F)c2c1CCC2)c1ccccc1 (stereo not drawn)	-1%	-26%[57.1 µM]	-3	10%	0	-12%	7%	-1.2%	-4%
Cc1ccc(Cc2cnc(NC(=O)/C(C#N)=C/c3ccc(-c4ccc([N+](=O)[O-])cc4)o3)s2)cc1	-9%	-2%	0	-3%	-7	-1%	0%	-0.7%	-5%
CC(C)COc1ccc(/C(=N/O)c2ccccc2)cc1	0%	-7%	-2	14%	0	?	-12%	6.3%	3%
Cc1cc(NC(=O)c2sccc2C)n(-c2nc3ccccc3[nH]2)n1	-2%	5%	-2	-12%	-6	-9%	-7%	4.3%	-2%
COC(=O)CSc1nnc(-c2ccc(S(=O)(=O)N3CCCCC3)cc2)o1	-1%	3%	4	1%	-10	-8%	2%	0.5%	-3%
CC(Sc1nc(-c2ccccc2)c(C#N)c(=O)[nH]1)C(=O)Nc1ccc(F)cc1 (stereo not drawn)	3%	-3%	-2	-1%	-8	-21%	-2%	25%	6%
CNc1ncnc2c1ncn2[C@H]1CN(Cc2ccco2)C[C@@H](CO)O1	0%	·	-2	·	-8	·	·	·	-5%
COc1ccc(/C=C2\CCC(C3CCCC3)C2=O)c(OC)c1OC (stereo not drawn)	2%	3%	2	9%	-2	-17%	-8%	-0.3%	4%
Cc1cc(C)c(C)c(S(=O)(=O)Nc2ccccc2C(=O)NN2CCOCC2)c1C	-3%	-7%[57.1 µM]	-2	8%	10	0%	1%	·	-2%
O=C(NCC1CCCO1)C1c2ccccc2Oc2ccccc21 (stereo not drawn)	-1%	3%	4	10%	-3	-6%	1%	1.6%	-6%
CC(C)Cc1nnc(N)s1	0%	-9%[11.4 µM]	-4	1%	-2	-17%	-9%	·	-3%
CCOC(=O)[C@H]1[C@H]2COc3ccc(Br)cc3[C@H]2N2C(=O)CN(CCc3c[nH]c4ccccc34)C(=O)[C@@]12C	2%	-1%	-4	0%	-1	-4%	5%	·	-1%
O=C1CC(N2CCN(c3ccccc3Cl)CC2)C(=O)N1c1ccc(F)cc1 (stereo not drawn)	1%	4%	2	1%	-2	-20%	0%	0.9%	7%
CCOc1ccc(C(=S)N2CCCC2)cc1	1%	2%[57.1 µM]	4	-3%	-8	-15%	-10%	-0.5%	-2%
COc1ccc(NC(=O)CCN2C(=O)C3C4C=CC(C4)C3C2=O)cc1 (stereo not drawn)	-2%	8%[57.1 µM]	6	5%	-13	-19%	6%	1.7%	-3%
Cc1ccc(CN2CCN(Cc3ccc4c(c3)OCCO4)CC2CCO)cc1 (stereo not drawn)	1%	6%	-3	3%	0	-21%	10%	4.0%	-2%
Cc1ccc2oc(=O)c3cc(C(=O)NCCN4CCc5ccccc5C4)sc3c2c1	3%	0%	-5	-9%	-8	-18%	-4%	6.1%	0%
CC(C)(C)c1ccc(OCc2cnc(Cl)s2)cc1	-6%	-1%[57.1 µM]	1	9%	5	-11%	-4%	0.3%	1%
Clc1cc(Cl)cc(C2=NC(Cc3ccccc3)CO2)c1 (stereo not drawn)	-3%	2%	-4	9%	2	-14%	0%	·	1%
CCOC(=O)c1c(NC(=O)CSc2cn(CC)c3ccccc23)sc2c1CCC2	-1%	-2%[57.1 µM]	5	2%	-1	-24%	-9%	2.7%	-1%
CCOC(=O)C1=C(C)N(CCCC(=O)O)C(=O)NC1c1ccc(Cl)cc1Cl (stereo not drawn)	-3%	2%	-1	-3%	-1	-28%	0%	3.0%	3%

Compound activity deposited in PubChem by National Center for Advancing Translational Sciences (NCATS).

The list is partial (hit frequency here may not be typical).
